PNC inhibitor: blocks assembly of the perinucleolar compartment. PC3M PTB-GFP, PNC prevalence imaging, 16 h; stronger effect = lower value. activity change (PNC), negative = inhibition, % at 10 µM. 3.1% of 140,000 active. AID 2417;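 active = readout at or below -70, meaning at least 70% loss of cells showing the perinucleolar compartment, a nuclear body marking cancer cells; inconclusive = readout between -30 and a set limit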;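 note: plate controls were DMSO wells for no effect and camptothecin positive control wells for full effect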
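PC3M cells stably expressing PTB-GFP, 750–1000 cells/well, treated 16 h at 37 °C with compound (23 nl of library stock), in duplicate. After paraformaldehyde fixation and Hoechst stain, imaged at 20x; PNC prevalence scored by image analysis.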
15-hLO-2 inh: inhibitors of human 15-lipoxygenase 2 (ALOX15B) | O15296 | 0.56% of 110,000 active | Potency, µM (titrated, usually from 57.1 µM), inactives show at the top dose activity change, negative = inhibition, usual class: inhibitors | purified 15hLO-2, xylenol orange hydroperoxide absorbance; note: potency is the fitted concentration of half-maximal effect; nearly all actives have a fitted effect of over 60% in size; many of its hits are not listed in these tables
Target sequence (O15296 whole entry, looked up): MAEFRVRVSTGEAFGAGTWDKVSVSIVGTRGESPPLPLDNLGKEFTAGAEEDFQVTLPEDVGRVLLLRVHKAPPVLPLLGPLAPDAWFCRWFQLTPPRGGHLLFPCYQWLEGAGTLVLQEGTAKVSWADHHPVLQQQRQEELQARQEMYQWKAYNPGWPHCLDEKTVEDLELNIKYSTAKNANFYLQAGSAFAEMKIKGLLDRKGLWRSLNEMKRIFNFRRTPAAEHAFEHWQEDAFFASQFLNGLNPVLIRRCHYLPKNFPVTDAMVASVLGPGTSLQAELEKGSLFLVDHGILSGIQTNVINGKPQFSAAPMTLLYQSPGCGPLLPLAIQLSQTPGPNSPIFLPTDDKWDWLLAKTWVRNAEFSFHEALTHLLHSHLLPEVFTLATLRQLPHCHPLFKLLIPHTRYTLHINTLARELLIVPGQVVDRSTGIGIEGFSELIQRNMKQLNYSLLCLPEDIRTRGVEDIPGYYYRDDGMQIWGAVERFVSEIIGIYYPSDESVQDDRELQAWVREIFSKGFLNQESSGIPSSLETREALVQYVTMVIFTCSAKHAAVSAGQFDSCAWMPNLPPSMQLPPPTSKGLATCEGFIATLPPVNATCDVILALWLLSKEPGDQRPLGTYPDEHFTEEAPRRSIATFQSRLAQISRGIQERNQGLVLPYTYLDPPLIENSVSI
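Purified human 15hLO-2 (50 nM final) preincubated with compounds 15 min at room temperature in 25 mM Hepes pH 7.5, 0.01% Triton X-100, then 45 uM arachidonic acid added for 90 min; hydroperoxide detected via ferrous/xylenol orange, 573/405 nm absorbance ratio.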
12-hLO inh: blocks human 12-lipoxygenase activity | P18054 | purified 12-hLO, xylenol orange hydroperoxide absorbance | Potency, µM (top dose mostly 57.1 µM), without a hit: at the highest dose activity change, negative = inhibition, actives largely listed as inhibitors | 0.12% of 150,000 active | AID 1452; note: potency is the fitted concentration of half-maximal effect; nearly all actives have a fitted effect of over 55% in size; many of its hits are not listed in these tables
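Hydroperoxide formation by human 12-lipoxygenase from 40 uM arachidonic acid was followed colorimetrically via ferric-xylenol orange complex, using the 573/405 nm absorbance ratio. Enzyme concentration was 150 nM, with 30 min reaction at room temperature.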
IMPase cell inh: cell-permeable inhibitors of inositol monophosphatase (IMPase); P97697; CHO-M1 cells, IP1 accumulation, HTRF TR-FRET ratio; inhibition (IP1 accumulation), % at 46.1 µM; 120,000 tested, under 10 active; AID 901; active = well fitted curve in the direction sought with a large enough effect in the signal ratio, not every such curve was filed as active; inconclusive = small, poorly fitted or top-dose-only effect, or a change in a side signal; inactive = no such curve, though single readings can be large or run the other way; the % refers to the signal ratio;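 note: cells stimulated with carbachol in lithium chloride buffer; plate controls were DMSO basal wells for no effect and reference inhibitor wells for full effect; higher means more IMPase inhibition seen as more IP1 and lower FRET ratio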
Target sequence (P97697 whole entry, looked up): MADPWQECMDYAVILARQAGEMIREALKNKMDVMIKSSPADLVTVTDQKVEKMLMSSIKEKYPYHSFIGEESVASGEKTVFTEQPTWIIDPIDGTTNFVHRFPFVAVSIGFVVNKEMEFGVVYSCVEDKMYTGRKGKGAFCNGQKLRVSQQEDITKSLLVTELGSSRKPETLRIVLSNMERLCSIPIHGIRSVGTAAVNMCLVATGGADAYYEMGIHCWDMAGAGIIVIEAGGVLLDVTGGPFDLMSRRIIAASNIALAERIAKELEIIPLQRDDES
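Seeded CHO-M1 cells were dosed with compound at up to 46 uM, stimulated with carbachol for 30 min, then lysed in IP-One detection reagents. Higher IP1 lowers the TR-FRET signal.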
* = called active by the depositor; ? = inconclusive; . = not tested or not shown; & = joins results of further samples; [ ] = remark or other dose. Unless noted, calls come from the whole dose curve; as a rule, active = well fitted curve in the direction sought with a large enough effect; inconclusive = small, poorly fitted or top-dose-only effect, or another doubt; inactive = no such curve, though single readings can be large; an effect the other way counts as inactive or inconclusive. Unless noted, % is set by controls: 0 for no effect and ±100 for the full control effect. A portion of the library. The share of hits here may be higher or lower than overall.

SMILES	PNC inhibitor	15-hLO-2 inh	12-hLO inh	IMPase cell inh
CCCCOC(=O)COc1cc(C)cc2oc(=O)c3c(c12)CCC3	-8	-6%	-6%	3
CCNc1nc(Cl)nc(NCC)n1	.	-3%	2%	.
C=C(C)[C@H]1CN[C@H](C(=O)O)[C@@H]1CC(=O)O	.	5%	-6%	7
CN1C(CC(=O)c2ccccc2)CCCC1CC(O)c1ccccc1 (stereo not drawn)	-110*	34%&13%[activator]	-1%&2%	17
NC(=O)c1cc(N2CC2)c([N+](=O)[O-])cc1[N+](=O)[O-]	.	-17%	-2%	-2
CCOP(=O)(CN(CC)CCNP(=O)(OCC)OCC)OCC	74	4%	5%	1
O=C(c1cc(-c2ccccc2)nc2ccccc12)N1CCC2(CC1)OCCO2	34	2%	2%	1
CCC(C#N)(CC)P(=S)(c1ccccc1)c1ccccc1	-3	.	0%	.
CC(C)OCCCNC(=O)c1c(N)n(Cc2cccs2)c2nc3ccccc3nc12	?	-1%	-15%	4
O=[As](O)(O)c1ccc(N=Nc2ccc([As](=O)(O)O)cc2)cc1	.	-11%[11.4 µM]	1%[11.4 µM]	.
O=C(c1cc2ccccc2oc1=O)N1CCC2(CC1)OCCO2	-17	3%	10%	-2
C=CCn1c(O)c(C=NCCN2CCNCC2)c(=O)[nH]c1=O	15	5%	4%	2

Entries of single compounds, quoted from the list.
O=[As](O)(O)c1ccc(N=Nc2ccc([As](=O)(O)O)cc2)cc1 is entered as PNC inhibitor: .; 15-hLO-2 inh: -11%[11.4 µM]; 12-hLO inh: 1%[11.4 µM]; IMPase cell inh: .
O=C(c1cc(-c2ccccc2)nc2ccccc12)N1CCC2(CC1)OCCO2 is entered as PNC inhibitor: 34; 15-hLO-2 inh: 2%; 12-hLO inh: 2%; IMPase cell inh: 1
CCNc1nc(Cl)nc(NCC)n1 is entered as PNC inhibitor: .; 15-hLO-2 inh: -3%; 12-hLO inh: 2%; IMPase cell inh: .

Remaining list, next part
SMILES	PNC inhibitor	15-hLO-2 inh	12-hLO inh	IMPase cell inh
CCOC(=O)c1cncn1[C@H](C)c1ccccc1	.	21%	-1%	-2
COC(=O)C(O)(c1ccc(N(C)C(=O)COc2ccccc2)cc1)C(F)(F)F (stereo not drawn)	-16	.	2%	1
O=c1c2ccccc2nc(N2CCCC2)n1-c1ccccc1	22	-1%	-1%	0
CC(C)OC(=O)c1c(N)n(CC2CCCO2)c2nc3ccccc3nc12 (stereo not drawn)	4	-14%	-3%	-3
COc1ccc(CC2C(=O)N(C)C(=O)N(C)C2=O)c(OC)c1	4	-15%	-2%	14
O=C(O)/C=C\CO	.	18%	0%	4
O=C(N[C@H]1CN2CCC1CC2)c1ccc(Cl)cc1	.	29%	-2%	.
O=c1c2ccccc2nc(-c2ccoc2)n1-c1ccccc1	5	-1%	1%	-2
CO[C@@H](C)[C@](O)(C(=O)OCC1=CCN2CC[C@@H](O)[C@H]12)C(C)C	.	8%[25.6 µM]	-2%[25.6 µM]	11[20.6 µM]
C(#CCN1CCOCC1)COC/C=C/c1ccccc1	?	2%	6%	4
Cn1c(=O)cc(OCC(=O)N2CCN(Cc3ccc4c(c3)OCO4)CC2)c2ccccc21	19	4%	-4%	-4
CCOP(=O)(OCC)C(NC(C)=O)C(Cl)(Cl)Cl (stereo not drawn)	10	8%	4%	0
CC1(C)CC(n2[nH]c(=O)c3c2NC(=O)CSC3c2ccc(F)cc2)CCO1 (stereo not drawn)	-21	3%	-2%	4
CCN(CC)S(=O)(=O)c1ccc(C)c(NCC(=O)Nc2ccc(C#N)c(Cl)c2)c1	24	.	-1%	.
NN=C(N)N	.	-2%&17%&5%&-5%	1%&1%&-3%&3%	-5&-8&-2
C=C(C)C(=O)OCC1CO1 (stereo not drawn)	.	-4%	3%	.
CN1C(=O)N(C)C(=O)C2(Cc3ccccc3N3CCOCC32)C1=O (stereo not drawn)	-29	2%	0%	7
Cc1c2cnn(CC(=O)N3CCC4(CC3)OCCO4)c(=O)c2c(C)n1Cc1ccccc1F	4	-3%	1%	-6
CCc1nc2ccccc2c(=O)n1-c1ccccc1[N+](=O)[O-]	31	.	0%	6
N[C@@H](Cn1oc(=O)[nH]c1=O)C(=O)O	.	11%	5%	6
Cc1c(N=Cc2c(O)n(CCc3ccc(F)cc3)c(=O)[nH]c2=O)c(=O)n(-c2ccccc2)n1C	?	-1%	-11%	-9
CN1CCN(c2ccc(C=O)cc2)CC1	?	-3%	3%	?
[O]=[Cd]	.	-13%	-3%	.
COc1ccc(Cn2c(O)c(/C=N/NC(=O)c3ccccc3)c(=O)[nH]c2=O)cc1	?	.	1%	4
CN1C(=O)C(Cc2cccc3ccccc23)C(=O)N(C)C1=O	6	-14%	0%	-2
C[C@@H](Cc1cccc(C(F)(F)F)c1)NCCCc1ccccc1	.	58%[activator]	-13%	16
COC(=O)c1ccccc1N	.	-11%	4%	.
CCOP(=O)(OCC)C(C)(C)NC(=O)C(Cl)(Cl)Cl	-5	4%	1%	2
CNP(=S)(NC)OCCOc1ccc(OC)cc1	16	-9%	-2%	1
COc1ccc(Cl)cc1NC1=NCC(C)S1 (stereo not drawn)	8	-3%[11.4 µM]	2%	2[1.84 µM]
O=C(NCc1cccnc1)C(Cl)(Cl)Cl	-28	.	5%	.
O=P1(Nc2cccnc2)COc2ccccc2OC1	-7	-7%	7%	-6
CC(C)N(CC[C@@](C(N)=O)(c1ccccc1)c1ccccn1)C(C)C	.	1%[25.6 µM]	-2%[25.6 µM]	11[20.6 µM]
CCOc1ccc2[nH]c(=O)c(CN(CCO)C3(c4nnnn4C4CCCCC4)CCCCC3)cc2c1	-5	-6%	-2%	-2
Nc1ccccc1-c1ccccc1	.	-7%	-1%	.
CCCCCn1c(=O)c(C(=O)Nc2c(C)n(C)n(-c3ccccc3)c2=O)c(O)c2ccccc21	-20	3%	-4%	?
O=[N+]([O-])c1ccc(-c2[se]c3ccccc3c2I)cc1	.	?	-2%[0.00818 µM]	.
C[C@]1(C(=O)O)CCC[C@]2(C)c3cc(O)ccc3CC[C@@H]12	.	-13%	-3%	-3
CCOC(=O)c1nc2ccccc2c(=O)n1-c1ccc(C)cc1C	?	.	-1%	-3
CC(C)=CCOc1c2occc2cc2ccc(=O)oc12	25	4%	-1%&-4%	.
CN1CCN(c2ncnc3ccc(Br)cc23)CC1	-24	7%	6%	-2
CCCSc1nc(O)c(CC)c(=O)n1C(C)CC (stereo not drawn)	5	5%	-6%	1
CC[C@@H](CO)NC(=O)[C@H]1C=C2c3cccc4c3c(cn4C)C[C@H]2N(C)C1	.	23%	3%	-3
Nc1nc2n(n1)C(c1cccs1)CC(c1ccc(Br)cc1)N2 (stereo not drawn)	15	36%[activator]	-26%	7
Cc1ccccc1N	.	-19%&-12%	2%&-1%	.
CCN(CC)c1ccc(/C=C2\C(=O)NC(=O)N(Cc3ccco3)C2=O)cc1	-30	.	-12%	.
COc1ccc2[nH]cc(CCN)c2c1	5	17%&-9%	3%&-5%&-2%	2
CC12CN3CC(C)(CN(C1)C3c1ccncc1)C2=O (stereo not drawn)	-21	18%	2%	3
CCCCCCOc1ccc(CN2CCN(CCO)CC2)cc1	19	29%	5%	5
COc1ccc(C(=O)c2c(C)n(CCN3CCOCC3)c3cc(I)ccc23)cc1	.	20%	-3%	3
c1ccc(-c2[nH]c(-c3ccccc3)[n+](CC3CO3)c2-c2ccccc2)cc1 (stereo not drawn)	50	.	-3%	.
CCC(C)OC(=O)c1c(N)n(Cc2cccs2)c2nc3ccccc3nc12 (stereo not drawn)	15	5%	?	7
CCNC(=O)[C@@H]1O[C@@H](n2cnc3c(N)ncnc32)[C@@H](O)[C@H]1O	.	-8%	-3%	0
CC(C)C(=O)CP(=O)(O)O	.	8%[11.4 µM]	-1%[11.4 µM]	.
C[N+]1(C)[C@@H]2CC[C@H]1CC(OC(=O)C(CO)c1ccccc1)C2 (stereo partly drawn)	-22	.	1%	.
O=C(NC1CONC1=O)OCC(Cl)(Cl)Cl (stereo not drawn)	6	.	-3%	.
CCN(CC)C(=O)c1ccc(NC(=O)Cn2nc(C)c3ccccc3c2=O)cc1	?	2%	7%	0
CCOP(=O)(OCC)C(NC(=O)c1ccc(C)cc1)C(Cl)(Cl)Cl (stereo not drawn)	58	.	4%	.
CC1=[N+]([O-])C2(N)CCc3nonc3C2(O)C1 (stereo not drawn)	25	-2%	-4%	0
C(=C/c1ccccc1)/CN1CCN(CCOC(c2ccccc2)c2ccccc2)CC1	.	48%[activator]	-12%	18
Further results:
SMILES	PNC inhibitor	15-hLO-2 inh	12-hLO inh	IMPase cell inh
c1ccc2c(c1)sc1ccccc12	.	22%	-4%	.
Cc1cc(=O)n(-c2ccccc2)n1-c1ccccc1	11	.	0%	.
CN1CCc2nc3sc(C(=O)NC(C)(C)C)c(N)c3cc2C1	14	5%	3%	7
O=C(O)C1Sc2[nH]c(=O)sc2C2c3cc(Cl)ccc3OC(=O)C12 (stereo not drawn)	-6	-7%	?	3
CCOC(=O)C1CCCCC12C(C#N)=C(N)Oc1n[nH]c(C)c12 (stereo not drawn)	-1	6%	-1%	12
CCc1ccc(N2C(=O)NC(=O)/C(=C/c3cccn3CCOc3ccc(C(C)CC)cc3)C2=O)cc1 (stereo not drawn)	-17	.	0%	4
C=CC1CN2CCC1CC2[C@@H](OC(=O)c1ccc(OC)cc1)c1ccnc2ccccc12 (stereo partly drawn)	?	.	0%	.
Cc1ccc2nc(N3CCC(C(=O)N4CCC5(CC4)OCCO5)CC3)sc2c1	18	-8%	-7%	4
CCn1c(O)c(C=NCCc2c[nH]c3ccccc23)c(=O)[nH]c1=O	?	-4%	-2%	1
CCC1/C=C/C=CCC(C)C(O)[C@@](C)(O)C(=O)C(C)C(O)C(C)C(=O)C(C)C(O)C(C)C=CC(=O)O[C@H]2C(C)C(CC1)O[C@]1(CCC(C)C(CC(C)O)O1)C2C (stereo partly drawn)	.	42%[activator]	-7%	.
O=C1C2CCN(CC2)C1(CO)CO	.	-8%[11.4 µM]	1%[11.4 µM]	-4
Nc1nc(N)c(Cn2ccnc2)c(=O)[nH]1	.	-2%[11.4 µM]	-1%[11.4 µM]	.
O=P(NCc1ccccc1)(Oc1ccccc1)Oc1ccccc1	?	.	0%	20
Cc1sc2c(c1C)C(c1cccs1)=NCC(=O)N2CC(=O)NCc1cccs1	?	-14%	-4%	3
CN1CCCC2(CCN(C(=O)c3csnn3)CC2)C1	.	-8%	-4%	.
COc1cc2c(cc1OC)[C@@]13CCN4CC5=CCOC6CC(=O)N2C1[C@H]6[C@@H]5C[C@@H]43 (stereo partly drawn)	.	-5%	-2%	.
O=C(Oc1ccc([N+](=O)[O-])cc1)N1CCC(N2CCCCC2)CC1	59	-1%	4%&1%	.
O=c1[nH]c(=O)n(-c2ccccc2Cl)c(O)c1C=NCCN1CCCCC1	-24	15%	1%	-4
CO[C@H]1[C@@H](OC)CC(OC2OC(CO)C(O)C(O)C2O)/C(=C\C#N)[C@@H]1O (stereo partly drawn)	33	.	3%	.
O=C(c1cc2cc3ccc(Cl)cc3nc2o1)N1CCC2(CC1)OCCO2	2	?	1%	3
CC(=O)N1CN2CN(C(C)=O)CC(C(=O)c3ccccc3)(C2)C1	-28	14%	-2%	2
Cc1ccc2c(c1)CC1(CN2C)C(=O)NC(=O)N(CCc2ccccc2)C1=O (stereo not drawn)	10	-19%	-6%	-5
COCCOC(=O)c1c(C)oc2ccc(OC(=O)N(C)C)cc12	18	-2%	0%	-2
C=CCOC(C)=O	.	-2%	-1%	.
CN1C(=O)CCS(=O)(=O)[C@@H]1c1ccc(Cl)cc1	.	6%[25.6 µM]	4%[25.6 µM]	3[20.6 µM]

Bioassay records as filed in PubChem BioAssay.
